From PubChem BioAssay
TRHR ag – qHTS for Small Molecule Agonists and Allosteric Enhancers of Human TRH Receptor: Primary Screen for Agonists; Thyrotropin-releasing hormone receptor (Homo sapiens), P34981; TRHR cells, calcium flux fluo-8, FDSS agonist mode; activation, % at 2 µM; 0.18% of 360,000 active; AID 493084, 2011; in the data active = activation above about 30%; note: 0% is about no effect
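Steps: seed TRHR cells overnight; add fluo-8 no-wash Ca dye, RT 30 min–1.5 h; record 10 s baseline; pin-transfer compounds; monitor fluorescence 1 cycle/s for the agonist window. Calcium increases flag candidate agonists.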
BLM inh – qHTS Assay for Inhibitors of Bloom's syndrome helicase (BLM); RecQ-like DNA helicase BLM (Homo sapiens), P54132; recombinant BLM DNA unwinding, fluorescence dequenching; Potency, µM (highest dose often 56.1 µM), for the others: at the highest dose activity change, negative = inhibition, most hits filed as inhibitors; 0.2% of 350,000 active;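 note: potency is the fitted concentration of half-maximal effect; plate controls were vehicle for no effect and no enzyme for full effect; nearly all actives have a fitted effect of over 35% in size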
POLI inh – qHTS for Inhibitors of Polymerase Iota. Pol iota fluorescent replication assay, 10 min. Potency, µM (titrated, usually from 115 µM), without a hit: top-dose activity, negative = inhibition, hits mostly inhibitors. 1% of 390,000 active. DNA polymerase iota (Homo sapiens), Q9UNA4; note: potency is the fitted concentration of half-maximal effect
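Fluorescent replication assay read twice, at 0 min and 10 min after adding 50 nM (final) substrate. Enzyme (10 nM) and compounds were first incubated 15 min at room temperature; enzyme-free buffer wells were negative controls.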
Pol beta inh – qHTS Assay for Inhibitors of DNA Polymerase Beta. Potency, µM (series often up to 114 µM), without a hit: top-dose activity change, negative = inhibition, usual class: inhibitors. Pol beta primer extension/strand displacement, fluorescence kinetic. P06746. AID 485314, 2010. 1.3% of 340,000 active; note: potency is the fitted concentration of half-maximal effect; % is set by controls: 0 for no effect and ±100 for the full control effect
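10 nM enzyme + cpd, 15 min RT; start with substrate 50 nM final; read 0 min and after 10 min RT. Corrected, normalized data; 4-parameter Hill curve fit.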
12-LOX inh – Primary qHTS assay for inhibitors of human arachidonate 12S-lipoxygenase (ALOX12): Round 2. Polyunsaturated fatty acid lipoxygenase ALOX12 (Homo sapiens), P18054. purified 12hLO, xylenol orange hydroperoxide absorbance. Potency, µM (series often up to 108 µM), for inactives: top-dose activity change, negative = inhibition, hits mostly inhibitors. 1.1% of 580,000 active. AID 1671190, 2021; note: potency is the fitted concentration of half-maximal effect; % is set by controls: 0 for no effect and ±100 for the full control effect
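Hydroperoxide product was detected by ferrous iron/xylenol orange as the 573 to 405 nm absorbance ratio. Arachidonic acid at 40 uM (final) was turned over for 30 min at room temperature by 150 nM human 12hLO, pH 7.0 Hepes buffer, after 15 min compound preincubation.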
Anesthetic bind – qHTS Assay for Identification of Novel General Anesthetics | Ferritin light chain (Equus caballus), P02791 | apoferritin/1-aminoanthracene competitive binding, fluorescence | Potency, µM (doses to about 77.5 µM), for the others: at the top dose activity change, negative = displacement, actives largely listed as inhibitors | 0.074% of 350,000 active | AID 485281, 2010; note: potency is the fitted concentration of half-maximal effect; % is set by controls: 0 for no effect and ±100 for the full control effect; nearly all actives have a fitted effect of over 20% in size
Target sequence (P02791 2-175 limits assumed): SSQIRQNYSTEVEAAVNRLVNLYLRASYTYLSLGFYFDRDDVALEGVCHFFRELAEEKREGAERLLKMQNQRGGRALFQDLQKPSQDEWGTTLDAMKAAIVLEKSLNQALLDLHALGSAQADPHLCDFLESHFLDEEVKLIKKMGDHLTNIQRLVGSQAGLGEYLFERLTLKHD
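Read-out: endpoint 1-AMA fluorescence, excitation 380 nm and emission 535 nm, after compounds sit 10 min at room temperature with 10 uM horse-spleen apoferritin in 50% saturated 1-AMA/PBS. Values come from four-parameter Hill fits.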
POLK inh – qHTS for Inhibitors of Polymerase Kappa; DNA polymerase kappa (Homo sapiens), Q9UBT6; purified Pol kappa, fluorescent DNA synthesis assay, 10 min; Potency, µM (top dose mostly 107 µM), for inactives: at the top dose activity, negative = inhibition, usual class: inhibitors; 0.53% of 400,000 active; AID 588579, 2011; note: potency is the fitted concentration of half-maximal effect; % is set by controls: 0 for no effect and ±100 for the full control effect
Target sequence (Q9UBT6 whole entry, looked up): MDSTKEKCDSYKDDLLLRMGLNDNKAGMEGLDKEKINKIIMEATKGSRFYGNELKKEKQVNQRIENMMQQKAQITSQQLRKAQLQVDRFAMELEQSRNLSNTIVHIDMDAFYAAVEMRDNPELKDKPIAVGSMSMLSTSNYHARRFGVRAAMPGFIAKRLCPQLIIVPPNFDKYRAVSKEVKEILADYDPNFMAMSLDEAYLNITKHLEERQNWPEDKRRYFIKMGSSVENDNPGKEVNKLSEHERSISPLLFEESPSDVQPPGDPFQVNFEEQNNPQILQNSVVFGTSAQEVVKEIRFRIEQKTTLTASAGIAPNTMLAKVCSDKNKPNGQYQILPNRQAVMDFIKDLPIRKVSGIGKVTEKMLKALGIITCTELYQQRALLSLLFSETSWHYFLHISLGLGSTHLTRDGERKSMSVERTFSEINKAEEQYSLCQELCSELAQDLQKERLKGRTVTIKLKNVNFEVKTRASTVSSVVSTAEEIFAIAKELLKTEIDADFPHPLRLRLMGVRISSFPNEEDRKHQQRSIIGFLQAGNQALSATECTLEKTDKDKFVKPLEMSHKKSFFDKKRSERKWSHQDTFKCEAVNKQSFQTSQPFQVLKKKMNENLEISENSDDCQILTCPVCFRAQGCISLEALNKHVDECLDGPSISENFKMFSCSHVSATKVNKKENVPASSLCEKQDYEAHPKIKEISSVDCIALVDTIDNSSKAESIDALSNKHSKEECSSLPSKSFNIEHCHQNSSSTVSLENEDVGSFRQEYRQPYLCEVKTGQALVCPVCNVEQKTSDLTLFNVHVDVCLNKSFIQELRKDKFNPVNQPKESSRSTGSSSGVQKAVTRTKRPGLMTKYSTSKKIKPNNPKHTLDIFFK
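10 nM Pol kappa was preincubated with compounds for 15 min at room temperature. Reaction started with 50 nM (final) substrate. Fluorescence read kinetically at 0 and 10 min.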
APEX1 inh – qHTS Assay for Inhibitors of the Human Apurinic/apyrimidinic Endonuclease 1 (APE1); 0.35% of 350,000 active; recombinant APE1, TAMRA/BHQ-2 abasic DNA cleavage fluorescence; DNA repair nuclease/redox regulator APEX1 (Homo sapiens), P27695; Potency, µM (doses to about 65.8 µM), for inactives: at the top dose activity change, negative = inhibition, hits mostly inhibitors;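 note: potency is the fitted concentration of half-maximal effect; plate controls were vehicle for no effect and reference inhibitor for full effect; nearly all actives have a fitted effect of over 55% in size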
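Activity was derived from the fluorescence gain between first and third kinetic reads (60 s intervals, ex 525/em 598 nm) after 50 nM THF-abasic TAMRA/BHQ-2 duplex was added to 0.75 nM APE1 preincubated 15 min with compound.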
ERG-DNA inh – qHTS for Small Molecule Inhibitors of the ERG Ets/DNA interaction | AID 624246, 2012 | Transcriptional regulator ERG (Homo sapiens), P11308 | fluorescence polarization, His-ERG Ets domain / labelled DNA | Potency, µM (highest dose often 76.9 µM), without a hit: at the top dose FP activity, negative = inhibition, most hits filed as inhibitors | 0.028% of 370,000 active; active = well fitted inhibition curve with a large enough effect in the polarisation, with a control signal flat; inconclusive = small, poorly fitted or top-dose-only effect, or effect the other way, or a change in a side signal; inactive = no such curve, though single readings can be large or run the other way; the % refers to the polarisation;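 note: polarization taken with two DNA probes labelled with fluorescein and Texas red; potency is the fitted concentration of half-maximal effect; % of control where 0% means no effect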
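His-tagged ERG Ets domain (1 uM in the protein solution; 300mM KCl, 50mM Tris-HCl, 1mM EDTA, 1mM DTT, pH 7.5) received compound, then a probe mix of 5 nM fluorescein-DNA and 100nM Texas-615-DNA. Fluorescence polarization was read for both dyes.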
* = called active by the depositor; i = inactive; ? = inconclusive; . = no result given; [ ] = remark or other dose. Unless noted, calls come from the whole dose curve; as a rule, active = well fitted curve in the direction sought with a large enough effect; inconclusive = small, poorly fitted or top-dose-only effect, or another doubt; inactive = no such curve, though single readings can be large; an effect the other way counts as inactive or inconclusive. This is a subset. The share of hits here may be higher or lower than overall.

SMILES | TRHR ag | BLM inh | POLI inh | Pol beta inh | 12-LOX inh | Anesthetic bind | POLK inh | APEX1 inh | ERG-DNA inh
CC1CCCC(=NNc2ccc3ccccc3n2)C1 (stereo not drawn) | . | . | 7% | . | ? | . | -8% | . | -3%
CC(=O)NN=C1CCC(c2ccccc2)CC1 (stereo not drawn) | 0.0 | 2% | 10% | 15% | -14% | -5% | -5% | 11% | 7%
COc1ccc(N2CCN(C(c3cccs3)C(C)NC(=O)C(=O)N3CCOCC3)CC2)cc1 (stereo not drawn) | -0.1 | 1% | 3% | 26% | -7% | -1% | 14% | 71%[activator] | 0%
Cc1cccc(C)c1OCc1nc2ccccc2c(=O)n1/N=C/c1ccc(OCC(=O)O)cc1 | 0.0 | -6% | -3% | -13% | -6% | -11% | -9% | 8% | 10%
Cc1ccc(CN2CCN(Cc3ccccc3C(F)(F)F)CC2)cc1 | -0.5 | -4% | -4% | -1% | ? | 38%[activator] | -9% | -5% | .
O=S(=O)(Nc1ccc(-c2ccc(N3CCCC3)nn2)cc1)c1ccc(Br)cc1 | -0.1 | -3% | -3% | 0% | -4% | -17% | -2%[60.1 µM] | . | 1%
COc1ccc(C(=O)COc2ccccc2C(=O)Nc2ccccc2)cc1 | 0.5 | -12% | -10% | -26% | -1% | -8% | -5% | 0% | 3%
COc1cccc(CNC(=O)c2ccccc2-c2ccccc2)c1 | 1.5 | -8% | 34%[activator] | -3% | -7% | -7% | 3% | -4% | 3%
O=C(NC(=S)Nc1ccc(N2CCCCC2)cc1)c1ccco1 | 0.6 | -8% | -16%[58.9 µM] | 0% | -14% | ? | -15% | 0% | -6%
Nc1nc(N)c(N=Nc2ccc(S(N)(=O)=O)cc2)c(=O)[nH]1 | -2.4 | -4% | 25% | ? | 40µM* | -2% | 7% | -7% | -3%
COc1ccc(CN(Cc2cc3cc(OC)c(OC)cc3[nH]c2=O)C(=O)NC2CCCCC2)cc1 | 0.3 | -8% | 22% | 3% | 0% | 3% | 3% | 1% | -8%
Cc1cccc(NC(=S)N2N=CCC2c2ccccc2)c1 (stereo not drawn) | -0.2 | -2% | 2% | 8% | -3% | ? | -6% | -8% | -4%

3 neighbouring compounds already listed, quoted:
SMILES | TRHR ag | BLM inh | POLI inh | Pol beta inh | 12-LOX inh | Anesthetic bind | POLK inh | APEX1 inh | ERG-DNA inh
CC1CCCC(=NNc2ccc3ccccc3n2)C1 (stereo not drawn) | . | . | 7% | . | ? | . | -8% | . | -3%
CC(=O)NN=C1CCC(c2ccccc2)CC1 (stereo not drawn) | 0.0 | 2% | 10% | 15% | -14% | -5% | -5% | 11% | 7%
COc1ccc(N2CCN(C(c3cccs3)C(C)NC(=O)C(=O)N3CCOCC3)CC2)cc1 (stereo not drawn) | -0.1 | 1% | 3% | 26% | -7% | -1% | 14% | 71%[activator] | 0%

(further entries)
SMILES | TRHR ag | BLM inh | POLI inh | Pol beta inh | 12-LOX inh | Anesthetic bind | POLK inh | APEX1 inh | ERG-DNA inh
COCc1cc(C)nc2sc(C(=O)N3CCCCC3)c(N)c12 | 0.4 | -3% | -10%[58.9 µM] | 9% | ? | -11% | -3% | 1% | -5%
COc1ccc(N2CCN(Cc3nc(-c4ccc(C)cc4)no3)CC2)cc1 | 0.0 | -5% | -9% | -5% | -29% | -5% | -3% | . | 0%
CCc1ccc(N(C2C=CS(=O)(=O)C2)S(=O)(=O)c2ccc(C)cc2)cc1 (stereo not drawn) | -0.8 | -2% | -2% | ? | 0% | 3% | -4% | -7% | 0%
COc1cc(OC)cc(C(=O)NC2CCN(Cc3nnnn3Cc3ccc(F)cc3)CC2)c1 | -2.2 | -6% | -7% | -22% | 0% | -5% | -12% | 2% | 3%
CCc1nnc(NC(=O)c2cc(-c3ccccn3)nc3ccc(Br)cc23)s1 | -0.6 | 0% | ? | -19% | 9% | -21% | -4% | 36% | -1%
Cc1ccc(CNc2nc3ccc(C)cc3n3nnnc23)cc1 | 0.4 | -13% | -1% | 30% | -8% | 9% | -7% | . | -1%
Cc1nn(CC(C)C)c2sc(C(=O)NC3CC(C)(C)NC(C)(C)C3)cc12 | 1.0 | 1% | -20% | 8% | -5% | 2% | -13% | 26% | -1%
CCOc1cc(CNC(=O)c2cc(-c3ccccc3)n[nH]2)cc(OCC)c1OCC | -0.9 | 0% | 28% | 10% | 6% | -8% | 0% | . | -4%
CCC(c1nnnn1C(C)(C)C)N1CCN(C2CCCC2)CC1 (stereo not drawn) | 2.1 | -3% | 1% | -12% | 16% | 15% | -13% | 1% | 0%
O=C(COC(=O)/C=C/c1ccc(S(=O)(=O)N2CCOCC2)cc1)Nc1ccc(F)c(F)c1F | . | . | 65%[activator] | . | -9% | . | -7% | 23% | 1%
C=C1CCC[C@]2(C)C[C@H]3OC(=O)C(CNCCN(CC)CC)[C@H]3CC12 (stereo partly drawn) | -0.7 | -2% | 83%[activator] | ? | ? | -2% | 1% | -22% | 2%
Cc1ccc2c(CC(=O)Nc3cc(C(F)(F)F)ccc3Cl)coc2c1C | 2.1 | 1% | 7% | 34% | -4% | -5% | 5% | . | 6%
Cc1ccc2c(c1)CCCN2C(=O)NC1CCCCC1 | -0.2 | -6% | -8% | -17% | -10% | -15% | 5%[60.1 µM] | 1% | 14%
COc1ccc(CCNC(=O)/C(=C/c2cccnc2)NC(=O)c2ccccc2)cc1 | 0.0 | 3% | 11% | 0% | -14% | -1% | -12% | 1% | -2%
Cc1ccc(S(=O)(=O)N(CC(=O)NCCc2ccc(Cl)cc2)c2ccccc2C)cc1 | 2.5 | -10% | -16% | -21% | -27% | 69%[activator] | -28% | . | -1%
O=c1[nH]c2ccc(NS(=O)(=O)c3ccc([N+](=O)[O-])cc3)cc2[nH]1 | 1.0 | 3% | 93%[activator] | -14% | -21% | -5% | 1% | -6% | 8%
CNC(C)c1ccc(S(N)(=O)=O)cc1 (stereo not drawn) | 0.2 | -1% | 32%[activator] | -1% | 18% | 0% | -7% | -3% | -9%
CCOC(=O)COC(=O)c1ccc(O)cc1 | 0.5 | -1% | 4% | -39% | -4% | -2% | -5% | 2% | -11%
Cc1cc(C)nc(N/N=C/c2cc(C)n(CC(F)(F)F)c2C)n1 | 0.5 | 3% | -14% | 12% | i | -5% | 1% | -2% | -12%
Cc1nc(Nc2ccc3c(c2)OCCO3)c2oc3ccccc3c2n1 | -0.8 | -14% | 286% | 0% | ? | 4% | -27% | -8% | 3%
CC(NCC(=O)Nc1cc(S(=O)(=O)N2CCOCC2)ccc1N1CCOCC1)c1ccco1 (stereo not drawn) | -0.2 | . | ? | . | 70%[activator] | . | 5% | -3% | -3%
COC(=O)CSc1nnc2n(C3CCCCC3)c(=O)c3c4c(sc3n12)CCCC4 | -0.5 | -8% | -17% | 25% | -40% | -11% | -6% | -2% | .
O=C(Nc1ccc(C(=O)NN2C(=O)c3ccccc3C2=O)cc1)c1ccccc1 | 0.6 | -4% | -2% | -17% | -1% | -12% | -16% | -9% | 7%
C=CCNC(=S)NNc1nc2c(c(=O)[nH]1)C1(CCCC1)Cc1ccccc1-2 | 0.2 | -7% | ? | 2% | ? | -1% | -9%[60.1 µM] | -11% | -5%
COCc1c(Br)c(C)nc2sc3c(=O)n(-c4cccc(Br)c4)nnc3c12 | 1.3 | 0% | 7% | 20% | -8% | 4% | 2% | . | -5%
CCn1c(COc2ccccc2Cl)nnc1SCC(=O)Nc1ncccc1C | 0.4 | 2% | 6% | -2% | -2% | 5% | -18% | 3% | 3%
Cc1ccc(NCc2n[nH]c(=S)n2Cc2ccccc2)cc1Cl | -0.2 | -14% | 11% | 3% | ? | ? | -18% | 4% | 0%
CCCC(=O)Nc1nnc(SCC(=O)Nc2ccc3c(c2)OCO3)s1 | -0.5 | -13% | 22% | 27% | -2% | 10% | -4% | -2% | .
COc1ccc(OCC(O)CN2CCC(CN3C(=O)c4cccc5cccc(c45)C3=O)CC2)cc1 (stereo not drawn) | 0.1 | -13% | 65%[activator] | 1% | 0% | -4% | -11% | 4% | -1%
COc1ccc(C(=O)NC(=S)Nc2ccc(S(N)(=O)=O)cc2)cc1 | -1.7 | -1% | 14% | 24% | -19% | -8% | 1% | -3% | 2%
Cc1c(Cl)cccc1Nc1nc(N)nc(CSCCO)n1 | -1.3 | -2% | 64%[activator] | 1% | 1% | -17% | -10% | 6% | -10%
O=C(Nc1ccc2c(c1)OCO2)c1cc(-c2cccc(Cl)c2)on1 | -2.1 | -2% | -18% | 18% | -7% | -7% | -2% | . | 11%
Cn1nc([N+](=O)[O-])nc1N1CCN(c2ccc(F)cc2)CC1 | 0.0 | -6% | 24% | -8% | 8% | -11% | 3% | 4% | -4%
COc1ccc(OC)c(NC(=O)CN2CCC(NC(=O)c3ccccc3C)CC2)c1 | 0.0 | -2% | 18% | 7% | 2% | -12% | -17% | 31% | 5%
CCCCN(C)C1CCN(C(=S)Nc2ccc(OCC)cc2)CC1 | -0.2 | -8% | -2% | 12% | 1% | -4% | 5% | 0% | 14%
CCCOC(=O)C1=C(C)OC23OC(N)=C(C#N)C12C(=O)c1ccccc13 (stereo not drawn) | 0.0 | -13% | 10% | -5% | 428%[activator] | -5% | -2% | 14% | -8%
